Compound activity: PubChem BioAssay, several laboratories
ERa SRC1 pot = ER-alpha (human) coactivator binding potentiation | coactivator binding (% of control), % at 25.6 µM | P03372 | 86,000 compounds, 1.3% hits | TR-FRET ERalpha-LBD/SRC-Cy5 coactivator binding, 2 h; 100 = basal binding, no effect; in the data active = activity above about 200%;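 note: binding measured in presence of low estradiol as agonist stimulus; 0% = peptide alone without receptor and 100% = receptor with peptide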
Target sequence (P03372 whole entry, looked up, the tested form may be a part): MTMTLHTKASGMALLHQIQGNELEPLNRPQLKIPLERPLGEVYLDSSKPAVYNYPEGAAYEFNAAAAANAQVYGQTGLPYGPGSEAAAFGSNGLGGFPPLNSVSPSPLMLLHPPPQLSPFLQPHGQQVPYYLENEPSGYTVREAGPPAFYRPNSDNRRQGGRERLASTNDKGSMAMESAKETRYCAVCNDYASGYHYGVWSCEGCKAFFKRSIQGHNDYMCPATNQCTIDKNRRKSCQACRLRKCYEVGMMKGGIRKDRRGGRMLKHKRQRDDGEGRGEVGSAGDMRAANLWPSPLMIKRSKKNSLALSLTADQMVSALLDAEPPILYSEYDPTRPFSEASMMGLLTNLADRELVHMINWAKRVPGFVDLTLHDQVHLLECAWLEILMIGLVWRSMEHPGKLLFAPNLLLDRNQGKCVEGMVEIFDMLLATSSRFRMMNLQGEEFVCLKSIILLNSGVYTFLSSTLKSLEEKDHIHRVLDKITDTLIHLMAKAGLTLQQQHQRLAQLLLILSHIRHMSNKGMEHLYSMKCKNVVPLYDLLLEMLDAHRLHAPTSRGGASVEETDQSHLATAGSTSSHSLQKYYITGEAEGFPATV
Rev-RRE block = disrupts HIV-1 Rev binding to RRE RNA. inhibition, % at 8 µM. 97,000 compounds, 0.79% hits. Rev peptide-RRE RNA binding, FRET. P05866;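 active = inhibition above the screen-wide mean plus 3 SD, cut at about 35% in these data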;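 note: 0% = median DMSO wells and 100% = median Neomycin B control wells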
Target sequence (P05866 whole entry, looked up): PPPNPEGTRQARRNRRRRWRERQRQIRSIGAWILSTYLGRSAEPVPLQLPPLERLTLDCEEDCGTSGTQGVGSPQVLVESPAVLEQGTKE
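assay system = Cy5-tagged RRE RNA duplex with fluorescein-tagged Rev peptide | incubation = 5 + 15 min at 25 °C | also added = labelled Rev peptide | measure = % inhibition of FRET ratio versus controls | benchmarks = DMSO wells as 0% and neomycin B wells as 100% inhibition | measured by = FRET fluorescence readout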
PLK1 inh = inhibitors of human PLK1 kinase; P53350; recombinant PLK1 kinase, TR-FRET peptide phosphorylation; inhibition, % at 10 µM; 97,000 compounds, 0.53% hits;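 active = inhibition of 50% or more in the single-concentration screen; inactive = inhibition below 50%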;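 note: 0% = DMSO max control and 100% = H-89 dihydrochloride min control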
Mac1 fbg inh = blocks human CD11b/CD18 adhesion to fibrinogen | AID 1497 | inhibition, % at 10 µM | P05107+P11215 | K562 CD11b/CD18 adhesion to fibrinogen, ATPlite luminescence; Mn2+ added to activate the integrin | 93,000 compounds, 0.54% hits;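 active = primary inhibition of 50% or more at 10 µM, then 40% or more on retest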; note: some results filed as inactive read as strong as hits
ERb SRC1 inh = ER-beta (human) coactivator binding inhibition. Q92731. TR-FRET ER-beta LBD / SRC1-Cy5 peptide binding; receptor agonist-loaded with 1 µM estradiol. inhibition, % at 25.6 µM. 86,000 compounds, 1.3% hits;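 active = compounds whose percent inhibition of the receptor-coactivator binding signal exceeds about 50% in the single-dose screen, limit read from the data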;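 note: 0% = receptor plus peptide wells without compound and 100% = peptide-only wells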
Mac1 fbg enh = CD11b/CD18-fibrinogen binding enhancement; P05107+P11215; K562 CD11b/CD18 adhesion to fibrinogen, ATPlite luminescence; activation, % at 10 µM; 93,000 compounds, 0.07% hits;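 active = 10 µM primary screen giving 50% or more activity, confirmed by 40% or more on retest at that dose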; note: strong numbers were not always called active
PLK1 PBD inh = Plk1 (human) PBD binding inhibition. P53350. Plk1 PBD phosphopeptide binding, fluorescence polarization. inhibition, %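 (tested at about 20 µM)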. 97,000 compounds, 0.13% hits; in the data active = inhibition above about 34%, passing the limit was not always enough
ERa SRC1 inh = blocks coactivator binding to human estrogen receptor alpha; P03372; TR-FRET ER-alpha LBD / SRC-1 peptide, estradiol-bound; inhibition, % at 25.6 µM; 86,000 compounds, 1.7% hits; in the data active = inhibition above about 50%;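 note: 0% = receptor plus peptide control and 100% = peptide only without receptor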
FAK blocker = blocks human focal adhesion kinase activity | 97,000 compounds, 0.84% hits | biochemical FAK kinase activity assay | inhibition, %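 (tested at 7 µM)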 | AID 727; in the data active = inhibition above about 19%;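 note: 0% = DMSO and 100% = reference compound high control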
Active calls of the source: *; / = not tested or not shown; [ ] = another dose, or the depositor's remark.

SMILES	ERa SRC1 pot	Rev-RRE block	PLK1 inh	Mac1 fbg inh	ERb SRC1 inh	Mac1 fbg enh	PLK1 PBD inh	ERa SRC1 inh	FAK blocker
COc1ccc(C(=O)Nc2cccnc2)cc1OC	88	1	-13	/	-4	/	-7	-5	-1
Cc1ccccc1C(=O)N1CCN(c2nc(N3CCOCC3)nc(N3CCOCC3)n2)CC1	115	2	-5	-5	-8	6	-21	-3[fluorescence artefact?]	-8
COc1ccc(OC)c(/C=N\NC(=O)CSc2nnc(CCCc3ccc(OC)c(C)c3)o2)c1	/	-6	-14	79	/	-6	-5	/	0
CC(C)(C)c1ccc(C(=O)NNC(=O)Cc2cccc3ccccc23)cc1	104	2	0	-22	4	1	15	-2	-1
Cc1ccc(-n2ccc(=O)c(C(=O)O)n2)cc1	101	-2	-5	11	-5	-2	-18	17	-1
Cc1nn(CC(=O)Nc2ccc3c(c2)nc2n3CCOC2)c(=O)c2ccccc12	96	4	0	-44	-1	-3	-5	-1	0
CC(=O)N1CCN(c2nnnn2-c2ccccc2)CC1	137	8	-8	3	-8	1	9	-7	0
Cc1ccsc1/C=N/Nc1nc(Cl)c(Cl)cc1Cl	101	7	-9	/	-5[fluorescence artefact?]	/	4	2	-3
CC(=O)c1sc(NC(=O)c2ccccc2F)nc1C	65	3	-15	-43	-12	-3	-9	2	8
C=CCn1c(SCC(=O)c2ccc(CNC(C)=O)o2)nc2scc(C3CC3)c2c1=O	49[fluorescence artefact?]	6	-7	-20	48	106	-9	43	27*
CCOC(=O)c1sc(NC(=O)Nc2ccc(Cl)cc2)nc1C	/	27	-8	/	/	/	-6	/	10
COC(=O)C(C)n1cnc2c(nnn2-c2cccc(Cl)c2)c1=O (stereo not drawn)	90[fluorescence artefact?]	4	-18	-2	18[fluorescence artefact?]	-1	-13	10[fluorescence artefact?]	1
CCN(CC)c1ccc(CN2CCCCCC2)cc1	/	-2	-5	/	/	/	32	/	2
COc1cccc(N2CC(O)=C(c3ccccc3)C2=N)c1	72	2	-12	-3	11[fluorescence artefact?]	-2	28	0	-5
COc1cccc(C(=O)COc2cccc(NC(=O)c3cccc([N+](=O)[O-])c3)c2)c1	/	3	-2	10	/	-3	19	/	-6
Cc1nnc(SCC(=O)N/N=C/c2cn(-c3ccccc3)nc2-c2ccccc2)n1-c1ccccc1	/	-4	-11	/	/	/	-28	/	0
CC(=O)N(c1ccccc1)c1c(F)c(F)c(F)c(F)c1F	106	11	-11	4	-3	0	-9	-3	3
COCC(C)NCc1cccc([N+](=O)[O-])c1 (stereo not drawn)	/	2	-6	/	/	/	-17	/	-8
CCOC(=O)N1CCN(c2nc(C)c3c(n2)CC(C)CC3=O)CC1 (stereo not drawn)	127	4	-15	-6	-8	0	12	-3	11
COc1cc(NC(=O)Cc2nn(C)c(=O)c3ccccc23)cc(OC)c1OC	97	2	2	/	-1	/	26	-4	-4
COC(=O)[C@H](C)NC(=O)Nc1ccc(Oc2ccccc2)cc1	112	3	0	37	-3	4	0	-2	2
COc1ccc(C)cc1NC(=O)c1[nH]c(C)c(C(C)=O)c1C	/	1	-6	-12	/	0	11	/	3
Cc1nnc(NC(=O)CSc2nnc(Cc3cccn3C)n2-c2cccc(C(F)(F)F)c2)s1	79[fluorescence artefact?]	/	/	-7	-8[fluorescence artefact?]	1	/	-10	/
COC(=O)c1cccc(S(=O)(=O)N2CCC(n3nnc4cc(F)ccc43)CC2)c1	102	8	-16	3	4	5	19	6	-3
COc1ccccc1N(CC(=O)N/N=C/c1ccc(OCC(=O)NCc2ccco2)cc1)S(=O)(=O)c1ccc(C)cc1	/	-1	-1	-6	/	4	-2	/	11
Cc1cc(C)cc(Oc2nn[nH]n2)c1	/	4	-2	/	/	/	2	/	-14
CCS(=O)(=O)n1nc(-c2ccc(Cl)cc2)nc1SCc1ccccc1	92	16	-16	/	7	/	15	-8	0
CCCN1C2CCCC1CC(NC(=O)c1ccccc1OCC)C2 (stereo not drawn)	127	4	-15	-12	2	2	-10	-5	4
Cc1ccc(C(CC(=O)NCc2ccco2)c2ccccc2)c(O)c1 (stereo not drawn)	91	1	6	6	-6	4	16	-5	3
Cc1ccc(C)c(-c2cc(C(=O)Nc3sc(C)c(C)c3C(N)=O)c3ccccc3n2)c1	/	7	3	/	/	/	-18	/	-2
CCn1nc(-c2ccccc2)c2nc3ccccc3nc21	120	90*[fluorescence artefact?]	-6	-8	30[fluorescence artefact?]	1	-9	13[fluorescence artefact?]	2
O=C(Nc1ccc(N2C(=O)C3C4C=CC(C4)C3C2=O)cc1)Nc1nnc(C(F)(F)F)s1 (stereo not drawn)	/	8	-8	2	/	8	-2	/	-5
CCC(C)Sc1nc2c(c(=O)[nH]c(=O)n2C)n1CCc1ccccc1 (stereo not drawn)	110	9	-9	/	3	/	0	3	4
O=C(CSc1nc(NS(=O)(=O)c2ccccc2)cc(=O)[nH]1)Nc1ccc(F)cc1	118	2	2	-5	-7[fluorescence artefact?]	-3	-3	0	-4
CC1CCCN(c2nc3ccsc3c(=O)s2)C1 (stereo not drawn)	96	5	-17	43	3	4	3	-9	-2
Cc1ccc2[nH]c(=O)c(C(c3nnnn3CCc3ccccc3)N3CCOCC3)cc2c1 (stereo not drawn)	75	0	0	-3	8	-2	-16	20	-4
O=C(NCC(c1ccc(F)cc1)N1CCOCC1)c1ccc(Br)o1 (stereo not drawn)	83	4	-10	6	5	-3	-2	0	8
O=C1CCC(=O)N1CCCCCc1nc(-c2ccccc2)no1	123[fluorescence artefact?]	6	-3	-8	0	1	-34	-18	0
CCOC(=O)c1sc(NC(=O)/C=C/c2cnn(C)c2C)c(C(=O)OCC)c1C	/	2	-12	-11	/	0	-11	/	-6
CN(Cc1ccccc1)S(=O)(=O)c1cccc2cccnc12	114	28	-7	-7	-9	-5	-15	-4	-1

Already shown: an excerpt of the list.
SMILES	ERa SRC1 pot	Rev-RRE block	PLK1 inh	Mac1 fbg inh	ERb SRC1 inh	Mac1 fbg enh	PLK1 PBD inh	ERa SRC1 inh	FAK blocker
O=C(Nc1ccc(N2C(=O)C3C4C=CC(C4)C3C2=O)cc1)Nc1nnc(C(F)(F)F)s1 (stereo not drawn)	/	8	-8	2	/	8	-2	/	-5
CCC(C)Sc1nc2c(c(=O)[nH]c(=O)n2C)n1CCc1ccccc1 (stereo not drawn)	110	9	-9	/	3	/	0	3	4
O=C(CSc1nc(NS(=O)(=O)c2ccccc2)cc(=O)[nH]1)Nc1ccc(F)cc1	118	2	2	-5	-7[fluorescence artefact?]	-3	-3	0	-4
CC1CCCN(c2nc3ccsc3c(=O)s2)C1 (stereo not drawn)	96	5	-17	43	3	4	3	-9	-2
Cc1ccc2[nH]c(=O)c(C(c3nnnn3CCc3ccccc3)N3CCOCC3)cc2c1 (stereo not drawn)	75	0	0	-3	8	-2	-16	20	-4

(cont.)
SMILES	ERa SRC1 pot	Rev-RRE block	PLK1 inh	Mac1 fbg inh	ERb SRC1 inh	Mac1 fbg enh	PLK1 PBD inh	ERa SRC1 inh	FAK blocker
O=C(NCC1CCCO1)C1CCN(S(=O)(=O)c2cccc3cccnc23)CC1 (stereo not drawn)	122	1	3	7	-12	-7	-22	-1	-1
FC(F)(F)c1cc(C(F)(F)F)c2ccc(N/N=C/c3cccc(Cl)c3)nc2n1	/	7	-8	/	/	/	-11	/	2
CC(C)(C)NC(=O)Cn1nnc(-c2cccs2)n1	107	4	-13	0	-22[fluorescence artefact?]	-4	-2	-18	1
Cc1ccc(P(C)(=O)c2ccc(C)cc2)cc1	83	-8	4	-8	2[fluorescence artefact?]	-3	2	7[fluorescence artefact?]	0
CCOC(=O)/C(=N\Nc1ccc(OC)cc1)c1csc(Nc2ccccc2)n1	86[fluorescence artefact?]	-1	-14	1	50[fluorescence artefact?]	-3	-29	6	0
CCO/C=C1\C(=O)N(CC)c2ccccc21	88	3	-5	/	22	/	11	6	1
CCOC(=O)c1c(C)oc2cc(Br)c(OC(=O)N3CCOCC3)cc12	120	-2	3	-5	-4	-2	9	-1	-6
Cc1cccc(SCc2noc(C(=O)NC(C)C)c2C(=O)O)c1	/	-1	-3	/	/	/	-3	/	-8
CN(/N=C/c1c[nH]c2ccccc12)c1cnn(-c2ccc(F)c(Cl)c2)c(=O)c1Cl	95	1	-4	-5	-3	-1	-20	-1	2
CCOC(=O)C(CCCCCOc1ccc([N+](=O)[O-])cc1)C(=O)OCC	/	17	-14	/	/	/	25	/	6
COc1cc(C(=O)NCC(C)C)c([N+](=O)[O-])cc1OC	/	2	-12	-5	/	-6	0	/	-2
Cc1oc(-c2ccccc2F)nc1CN1CCC(C(=O)NCc2ccco2)CC1	91	1	-6	2	14	-6	-10	5	1
O=C(OCc1nc2ccccc2s1)[C@@H]1CCCN1S(=O)(=O)c1ccccc1F	101	7	-7	8	5[fluorescence artefact?]	2	8	4	0
O=C(CCN1CCCCC1)c1ccccc1	121	3	1	-15	3	-1	-22	-6	2
Cc1cccn2c(=O)c3cc(C(=O)N4c5ccccc5CC4C)n(C)c3nc12 (stereo not drawn)	143[fluorescence artefact?]	11	-8	-4	-2[fluorescence artefact?]	-3	-16	9[fluorescence artefact?]	1
CCOc1cc2[nH]c(=S)n(CCN3CCCCC3CC)c(=O)c2cc1OCC (stereo not drawn)	91	3	-21	-21	-3	0	3	7	2
Cc1csc2nc(CSc3nncn3-c3ccccc3)c(Br)n12	97[fluorescence artefact?]	2	-7	-9	-2[fluorescence artefact?]	-4	-5	3[fluorescence artefact?]	-1
CCn1c(CNC(=O)COc2c(C)cccc2C)nnc1SCC(=O)Nc1nccs1	108	5	9	-2	-7	0	-7	-4	1
CC(C)c1nnc(NC(=O)CCCCCN2C(=O)C3C4C=CC(C4)C3C2=O)s1 (stereo not drawn)	105[fluorescence artefact?]	-3	-8	-4	-3[fluorescence artefact?]	1	-4	3[fluorescence artefact?]	0
NC(=O)COc1ccc(C2c3c(oc4ccccc4c3=O)C(=O)N2CC2CCCO2)cc1 (stereo not drawn)	61	5	-10	5	70*	4	-15	70*	2
Cc1ccc(-c2nnc3sc(CCc4ccccc4)nn23)cc1	122	6	2	-20	-7	8	-11	1	2
N#Cc1ccccc1NC(=O)Nc1cccs1	123	2	1	/	0[fluorescence artefact?]	/	-15	9[fluorescence artefact?]	-1
Cc1cc2nc(-c3ccc(SCc4ccccc4C#N)nc3)[nH]c2cc1C	/	10	-7	-7	/	4	-26	/	1
Cc1ccc(NC(=O)NNC(=O)C2CC(c3cccnc3)=NO2)cc1 (stereo not drawn)	/	10	-1	16	/	0	-5	/	-4
CC(=O)c1ccc(OCC(O)CN2CCC(C)CC2)cc1 (stereo not drawn)	123	0	-16	-5	17	-4	5	-6	-1
CCOC(=O)c1c(NC(=O)CSc2nnnn2CC)sc(C)c1C	97	12	-6	3	-4	1	4	-3	1
CCCCCOC(=O)Cc1c(O)c2ccccc2n(C)c1=O	106	4	1	-3	4	1	3	7	-1
c1ccc2c3nnc4n(c-3nc2c1)CCCS4	83	4	-10	0	1	0	13	2[fluorescence artefact?]	1
CCn1cc(C(=O)NCc2ccccc2OC)c(=O)c2cc(S(=O)(=O)N(C)C)ccc21	100[fluorescence artefact?]	/	/	4	33	-3	/	13	/
Cc1cc2occ(CC(=O)NC3=NCCS3)c2cc1C(C)C	100	14	-3	-10	-4	1	-15	3	-1
CCCOC(=O)C(C)n1cnc2sc(C)c(C)c2c1=O (stereo not drawn)	/	8	-8	-2	/	-1	2	/	-3
Cc1ccc(-c2nc3ccccc3[nH]2)cc1NC(=O)/C=C/c1ccco1	/	-3	-2	9	/	1	-14	/	7
CCCS(=O)(=O)n1nc(-c2ccccc2)cc1N	102	2	-17	7	38	-2	-6	3	2
